Bioassay records from PubChem BioAssay.
Vif inh = HIV Vif self-association inhibitors, primary screen, imaging, HEK293T, single point; HEK293T cells, Vif self-association by quenched fluorescence, 24 h; inhibition, % at 7.49 µM; 340,000 compounds, 0.35% hits; AID 602346, 2012; in the data active = inhibition above about 50%, passing the limit was not always enough; also: some results filed as inactive read as strong as hits
CaV13 ICDI inh = Disruptors of the CACNA1D IQ motif to Ca2+-dependent inactivation inhibitor domain association, primary screening, Förster resonance energy transfer in intact living …; HEK cells, CFP/YFP FRET ICDI-IQ, plate reader, 10 min; percent FRET-ratio fall versus neutral wells; inhibition, % at 12.3 µM; 340,000 compounds, 0.098% hits; AID 743397;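 active = mean replicate inhibition of at least 30% and at least 1% of replicates passing that level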;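 also: 0% = median of the neutral control wells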
H9c2 protect = cardioprotection against H2O2-induced cell death, primary screen, uHTS, H9c2 cells, ATPLite luminescence. H9c2 cardiomyocytes, H2O2 injury protection, 2 h. AID 588492, 2011. 360,000 compounds, 0.63% hits. protection from H2O2 cell death, % at 20 µM;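 active = compounds giving at least 50% protection of heart cells from peroxide-induced death in the single-dose screen, raw or plate-pattern-corrected value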;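 also: 0% = DMSO wells with peroxide and 100% = DMSO wells without peroxide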
hiPSC survival = enhancers of single-cell hiPSC survival, primary screen, ATPlite luminescence; 100% = ROCK inhibitor wells, 0% = DMSO; survival enhancement, % at 20 µM; 360,000 compounds, 0.044% hits; in the data active = survival enhancement above about 18%;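 also: cells exposed to compounds for 16 hours before the ATP read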
Glyco luc inh = increase of ERlucT glycosylation luciferase signal, primary screen, N-linked glycosylation inhibitor project, D54 ERlucT cells, luminescence, set 2; D54 ERlucT glycosylation luciferase reporter, 24 h; percent of 100 nM tunicamycin response; reporter increase, % at 12.5 µM; 360,000 compounds, 0.23% hits;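 active = mean luciferase reporter signal, scaled so untreated is 0 and the glycosylation-blocking control 100, at or above a set limit in every replicate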;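 also: luciferase carries N-glycosylation sites so blocking glycosylation raises the light; 0% = median of neutral control wells and 100% = median of 100 nM tunicamycin wells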
PDI turbidity = inhibitors of human PDI, primary screen, biochemical, turbidity, single point, plate reader; Protein disulfide-isomerase (Homo sapiens), P07237; PDI insulin aggregation turbidity, A650, 90 min; inhibition, % at 10 µM; 350,000 compounds, 0.052% hits;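 active = mean inhibition across replicates of 30% or more, whatever share of single replicates reach that level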;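 also: absorbance from insulin aggregation driven by PDI reduction with DTT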
Target sequence (P07237 whole entry, looked up): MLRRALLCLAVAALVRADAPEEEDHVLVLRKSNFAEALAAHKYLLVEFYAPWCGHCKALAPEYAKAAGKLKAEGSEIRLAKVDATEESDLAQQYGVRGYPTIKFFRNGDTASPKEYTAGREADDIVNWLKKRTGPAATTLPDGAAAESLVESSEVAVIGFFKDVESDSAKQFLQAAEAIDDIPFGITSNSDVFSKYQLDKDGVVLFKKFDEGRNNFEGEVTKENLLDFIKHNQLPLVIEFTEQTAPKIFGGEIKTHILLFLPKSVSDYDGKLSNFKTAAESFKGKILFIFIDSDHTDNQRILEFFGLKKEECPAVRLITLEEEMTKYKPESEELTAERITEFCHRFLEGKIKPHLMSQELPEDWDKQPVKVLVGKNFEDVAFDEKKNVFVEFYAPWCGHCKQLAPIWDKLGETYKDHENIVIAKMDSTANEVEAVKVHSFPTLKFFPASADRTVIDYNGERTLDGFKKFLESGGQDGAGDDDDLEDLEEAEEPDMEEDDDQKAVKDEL
aDG glyco up = activators of alpha-DG glycosylation, primary screen, uHTS, Pro5-aDG cells, AlphaScreen. 360,000 compounds, 0.22% hits. activation, % at 10 µM. alpha-DG glycosylation AlphaScreen (IIH6); 0% Pro5, 100% B10-LARGE cell signal;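 active = activation of at least 8% versus controls, or a plate z-score of at least 8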;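 also: Pro5 are CHO cells carrying HIG-tagged alpha-DG that lacks glycosylation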
m5-HT2A agonist = mouse Htr2a agonists via beta-arrestin recruitment, primary screen, cell-based, luminescence. 360,000 compounds, 0.66% hits. activation, % at 7.6 µM. CHO-K1 mHTR2A beta-arrestin complementation; percent of 30 µM serotonin response;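 active = activation above a run cutoff, the mean activation of all tested compounds plus 3 SD, cut at about 14% in these data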;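 also: 0% = plate median of compound wells and 100% = 30 µM serotonin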
Target sequence (P35363 whole entry, looked up): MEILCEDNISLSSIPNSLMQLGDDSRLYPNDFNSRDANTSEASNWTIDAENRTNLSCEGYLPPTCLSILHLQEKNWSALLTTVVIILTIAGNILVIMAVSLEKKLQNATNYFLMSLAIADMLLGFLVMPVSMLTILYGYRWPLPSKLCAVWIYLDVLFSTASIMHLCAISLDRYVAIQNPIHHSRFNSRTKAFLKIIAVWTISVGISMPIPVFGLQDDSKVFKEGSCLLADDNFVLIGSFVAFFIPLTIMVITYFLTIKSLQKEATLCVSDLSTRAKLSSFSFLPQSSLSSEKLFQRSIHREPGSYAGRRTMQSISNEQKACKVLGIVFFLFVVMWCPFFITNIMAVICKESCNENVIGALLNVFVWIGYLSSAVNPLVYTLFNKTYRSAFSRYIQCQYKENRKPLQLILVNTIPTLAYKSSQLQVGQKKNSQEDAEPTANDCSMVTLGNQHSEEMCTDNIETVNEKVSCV
Granule exo inh = LAMP-1 surface exposure blockers, TALL-104 cells – cell-based, flow cytometry, MLPCN library, primary screen; TALL-104 LAMP-1 surface exposure; cells stimulated with thapsigargin and PMA; inhibition, % at 10 µM; 360,000 compounds, 0.66% hits; AID 651702, 2012;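 active = inhibition above about 55%, limit read from the data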
ABCB6 inh MLPCN = ABCB6 transporter inhibitors, primary screen, K562-ABCB6 cells, flow cytometry, MLPCN library | AID 602162, 2011 | K562-ABCB6 porphyrin accumulation, 1 h; active compounds read low | 360,000 compounds, 0.19% hits | ATP-binding cassette sub-family B member 6 (Homo sapiens), Q9NP58 | fluorescence ratio to DMSO, % at 10 µM;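 active = fluorescence ratio to DMSO below 75%, the collection mean minus 3 SD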;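 also: signal is porphyrin accumulated inside mitochondria; 100% equals median channel fluorescence of DMSO control wells; lower ratio means ABCB6 inhibition with less porphyrin fluorescence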
* marks the source's active call; other numbers are inactive results; · = not tested or not shown.

SMILES | Vif inh | CaV13 ICDI inh | H9c2 protect | hiPSC survival | Glyco luc inh | PDI turbidity | aDG glyco up | m5-HT2A agonist | Granule exo inh | ABCB6 inh MLPCN
CCC(C)n1c(O)c(C=Nc2cccc(C(F)(F)F)c2)c(=O)[nH]c1=S (stereo not given) | 2 | -2 | 2 | -0.6 | 2 | 5 | -0.3 | 10 | -2 | 97
CC(=O)N1CCN(CCN=Cc2c(O)n(-c3ccc(F)cc3)c(=S)[nH]c2=O)CC1 | · | -4 | -1 | -0.2 | 0 | -1 | -0.1 | -1 | 17 | 102
COc1cc2c(cc1OC)-c1c(OC)c(OC)cc3c1[C@H](C2)N(C)CC3 | 2 | -4 | 6 | -1.5 | 2 | 4 | 0.0 | -4 | 0 | 100
Clc1ccccc1CNCCc1c[nH]c2ccccc12 | -4 | -5 | 0 | 0.6 | 0 | 3 | -0.3 | 23* | -17 | 95
O=S(=O)(c1ccc(F)cc1)N1CN2CCN(C2)C1 | 11 | -2 | 5 | -0.6 | -1 | -2 | 0.0 | -4 | -2 | 98
Cc1[nH]c2ccccc2c1/C=N/O | 22 | -6 | -1 | 2.4 | -1 | -8 | -0.2 | -3 | 15 | 98
COC(=O)C1=C(c2cccc(OCc3ccccc3)c2)C[C@@H]2CC[C@H]1N2C(=O)NCc1ccc(C(F)(F)F)cc1 | -3 | -6 | -3 | -0.4 | -6 | -3 | 0.7 | -4 | -3 | 102
C=C(C)CC1(CC)C(=O)NC(=S)NC1=O | -17 | -6 | 8 | -1.0 | 1 | -2 | -0.1 | -4 | 10 | 103
CCOc1ccccc1-n1c(O)c(C=NCc2ccc3c(c2)OCO3)c(=O)[nH]c1=O | 10 | -5 | -4 | 4.2 | 0 | 1 | 0.0 | 3 | -7 | 93
CCC(=O)c1ccc(OC(=O)N(C)c2ccccc2)cc1 | 0 | -4 | 5 | -0.4 | 2 | 7 | -0.1 | 2 | -2 | 97
CCn1c(O)c(/C(C)=N/N2CCCCC2c2cccnc2)c(=O)[nH]c1=S (stereo not given) | 3 | -2 | 6 | -2.0 | 9 | -1 | -0.2 | 7 | -4 | 102
CC1C(c2cccs2)=[N+]([O-])C(C)(C(=O)c2cccs2)N1O (stereo not given) | -8 | -14 | 1 | 0.4 | 0 | 10 | -0.1 | 3 | 1 | 93
NCCCN1CCN(c2ccccc2)CC1 | 27 | -7 | 5 | -0.7 | -1 | 3 | -0.1 | 7 | 3 | 98
CN1C(=O)C(C2(C#N)CCCCC2)C(=O)N(C)C1=O | -4 | · | 2 | 3.7 | 2 | 1 | -0.2 | 2 | 1 | 92
CCC(C)N1C(=O)NC(=O)C2(Cc3c(ccc4ccccc34)N(C)C2)C1=O (stereo not given) | 0 | -6 | 69* | -0.8 | -2 | 5 | -0.3 | 10 | 60* | 89

By substructure, the compounds so far with fluorine.
SMILES | Vif inh | CaV13 ICDI inh | H9c2 protect | hiPSC survival | Glyco luc inh | PDI turbidity | aDG glyco up | m5-HT2A agonist | Granule exo inh | ABCB6 inh MLPCN
CCC(C)n1c(O)c(C=Nc2cccc(C(F)(F)F)c2)c(=O)[nH]c1=S (stereo not given) | 2 | -2 | 2 | -0.6 | 2 | 5 | -0.3 | 10 | -2 | 97
CC(=O)N1CCN(CCN=Cc2c(O)n(-c3ccc(F)cc3)c(=S)[nH]c2=O)CC1 | · | -4 | -1 | -0.2 | 0 | -1 | -0.1 | -1 | 17 | 102
O=S(=O)(c1ccc(F)cc1)N1CN2CCN(C2)C1 | 11 | -2 | 5 | -0.6 | -1 | -2 | 0.0 | -4 | -2 | 98
COC(=O)C1=C(c2cccc(OCc3ccccc3)c2)C[C@@H]2CC[C@H]1N2C(=O)NCc1ccc(C(F)(F)F)cc1 | -3 | -6 | -3 | -0.4 | -6 | -3 | 0.7 | -4 | -3 | 102

More results.
SMILES | Vif inh | CaV13 ICDI inh | H9c2 protect | hiPSC survival | Glyco luc inh | PDI turbidity | aDG glyco up | m5-HT2A agonist | Granule exo inh | ABCB6 inh MLPCN
COc1cccc(CN2CCNCC2)c1 | 25 | -20 | 8 | 0.5 | 0 | -5 | -0.1 | 0 | -9 | 96
CCOC(=O)[C@]12Cc3ccc(C)cc3[C@H]1N(C1CCCCC1)C(=O)c1cc(OC)ccc12 | · | -6 | · | -1.9 | · | · | -0.1 | 5 | 84* | 95
COC(=O)C1=C(c2cccc3c2S(=O)(=O)c2ccccc2-3)C[C@@H]2CC[C@H]1N2C(=O)N1CCc2cc(OC)c(OC)cc2C1 | -7 | -5 | 23 | -0.7 | 5 | 12 | -0.5 | -3 | -1 | 92
CCC(COC(=O)NC)NC(=O)Oc1cccc(C)c1 (stereo not given) | -11 | -6 | 3 | -0.7 | 6 | 1 | 0.0 | 0 | -4 | 100
CC1CN1P1(=O)OCC(C)([N+](=O)[O-])CO1 (stereo not given) | 2 | -8 | 1 | 6.7 | 0 | 23 | 0.2 | 1 | -5 | 96
CCC1(CC(C)c2ccccc2)C(=O)NC(=O)NC1=O (stereo not given) | 0 | -9 | 2 | 0.5 | 0 | -9 | -0.2 | 10 | 0 | 95
COc1ccc(NC(=S)NC(NC(=O)CF)C(Cl)(Cl)Cl)cc1[N+](=O)[O-] (stereo not given) | 2 | 0 | -4 | 0.1 | 0 | 0 | 0.0 | 2 | 2 | 89
CCC(=Nc1ccccc1NC(C)=O)c1c(O)n(C)c(=O)n(C)c1=O | -7 | -8 | 1 | 0.7 | 1 | -7 | -0.1 | 8 | -3 | 110
C=CCN(CC=C)C(=O)CCN1CC1C (stereo not given) | 0 | -6 | 0 | -0.1 | 0 | -1 | -0.2 | 2 | 0 | 101
CC(C)(C)n1cc(C(=O)c2ccccc2OCCCF)cn1 | -7 | -4 | 0 | -0.8 | 0 | 1 | -0.1 | 4 | 7 | 80
COc1cccc(N=Cc2c(O)n(Cc3ccco3)c(=O)[nH]c2=O)c1 | 3 | 2 | 12 | 0.5 | 1 | 4 | -0.1 | -3 | 11 | 100
N=c1c[n+](C2CCCCC2)[n-]o1 | 10 | -12 | 16 | 0.5 | 2 | -4 | -0.2 | 5 | -1 | 101
COc1ccc(-c2nn(CCC#N)cc2C(=O)Nc2ccc(C(C)=O)cc2)cc1[N+](=O)[O-] | 16 | -3 | 2 | -0.7 | 1 | 5 | -0.2 | -1 | 1 | 102
Nc1cc2nc3ccccc3nc2cc1N | 0 | -22 | 1 | -0.2 | 6 | 11 | -0.1 | -4 | 1 | 106
O=c1[nH]c(=S)[nH]c(O)c1N=Nc1cc2c(cc1[N+](=O)[O-])OCO2 | -3 | -4 | -14 | -1.0 | 4 | 2 | 0.3 | 2 | 0 | 100
CC1CCCCN1CC(O)c1c[nH]c2ccccc12 (stereo not given) | 12 | -3 | 3 | -0.5 | 1 | 13 | -0.1 | 2 | 7 | 108
Cc1ccc(-n2nc(C)cc2NC(=O)COc2cc(C)cc3oc(=O)c4c(c23)CCC4)cc1 | -16 | -4 | 14 | -2.6 | -2 | -8 | 0.3 | 0 | -2 | 98
O=C(c1cccc2ccccc12)C1CCCN(Cc2ccon2)C1 (stereo not given) | 2 | -5 | -6 | 0.0 | -4 | 9 | 0.0 | -4 | 6 | 94
CN(C)P(=O)(NC(=O)c1cccn1C)N(C)C | -3 | -3 | -4 | 1.9 | 3 | -2 | 0.2 | 2 | -1 | 105
COC(=O)C1=C(c2ccc(OCc3ccccc3)cc2)C[C@@H]2CC[C@H]1N2C(=O)NCc1cccc(F)c1 | -2 | -4 | -17 | 2.8 | -7 | 13 | 0.0 | 2 | 6 | 96
O=c1c2ccccc2nc(/C=C/c2ccccc2F)n1-c1ccccc1O | -1 | -2 | -2 | -0.4 | -2 | 6 | -0.2 | -7 | 9 | 95
CC/C(=N\Nc1ccccc1)c1c(O)n(C)c(=O)n(C)c1=O | -3 | -2 | -14 | 1.7 | 2 | 13 | 0.1 | 5 | -2 | 97
CC(=NCCN1CCCCC1)c1c(O)[nH]c(=O)[nH]c1=O | 0 | -3 | -5 | -0.3 | 1 | -4 | -0.3 | -1 | 4 | 98
Cc1cccc(N=Nc2ccc(N(C)C)cc2)c1 | 3 | -7 | -19 | -0.4 | -11 | -7 | -0.2 | 1 | -8 | 101
CCCCCCN=Cc1c(O)n(C)c(=O)n(C)c1=O | -8 | -4 | 0 | -2.1 | 1 | -3 | -0.1 | 7 | -5 | 96
COC(=O)C1=C(c2ccc(-c3ccccc3)c(F)c2)C[C@@H]2CC[C@H]1N2C(=O)NC1CCCCC1 | -10 | -5 | -22 | -0.5 | -6 | 0 | 1.4 | 6 | -4 | 96
O=c1[nH]c(=O)n(Cc2ccccc2)c(O)c1C=NCCCn1ccnc1 | 4 | -7 | 4 | -1.8 | 1 | -1 | -0.3 | 7 | 2 | 86
O=C(O)CCC(=O)NCCC1=c2ccccc2=N/C1=C\c1c(O)n(Cc2ccc(F)cc2)c(=S)[nH]c1=O | 7 | -3 | -4 | -0.8 | 2 | -1 | 0.1 | -5 | -3 | 103
Cc1ccc(S(=O)(=O)NCC2CCC(C(=O)N3CCC4(CC3)OCCO4)CC2)cc1 (stereo not given) | 2 | -3 | 7 | -0.7 | 3 | 2 | 0.0 | 6 | 5 | 98
COc1ccc(C(=O)C2CCCN(Cc3ccsc3)C2)cc1OC (stereo not given) | -4 | -5 | 11 | 1.3 | -6 | 6 | -0.3 | -3 | -2 | 97
O=C(COc1ccc(Cl)cc1)N1CCN(Cc2ccc([N+](=O)[O-])cc2)CC1 | 0 | -18 | -2 | -0.4 | -5 | -2 | 0.9 | 0 | -1 | 101
O=C1NC(=O)N(c2ccccc2F)C(=O)/C1=C/c1ccc(Oc2ccc([N+](=O)[O-])cn2)cc1 | 0 | -4 | 7 | 0.8 | -1 | -9 | 0.0 | 1 | -6 | 103
COC(=O)[C@@H]1C(OC(=O)c2ccccc2)CC2CCC1N2C (stereo not given in full) | -5 | · | 3 | -3.1 | -2 | 2 | 0.2 | 0 | 0 | 101
CCOC(=O)[C@]1(C#N)[C@@H]2C=CC(C(C)=O)=CN2[C@@H](C(N)=O)[C@@H]1c1ccsc1 | -6 | -2 | 10 | -0.6 | 0 | -5 | -0.2 | 0 | 1 | 98
COc1cccc(C(c2nnnn2Cc2ccccc2)N2CCC3(CC2)C(=O)NCN3c2ccccc2)c1OC (stereo not given) | -7 | -8 | 7 | -0.4 | -2 | · | -0.5 | 2 | 7 | 94
C=C1[C@H]2CC[C@H]3[C@]4(C)C[C@H](O[C@H]5O[C@H](CO)[C@@H](OS(=O)(=O)O)[C@H](OS(=O)(=O)O)[C@H]5OC(=O)CC(C)C)C[C@@H](C(=O)O)[C@H]4CC[C@]3(C2)[C@H]1O | 23 | -6 | -2 | 1.2 | 0 | 3 | 0.1 | 1 | -8 | 96
CC1(C(=O)O)CC12c1ccccc1-c1ccccc12 (stereo not given) | -11 | -7 | 3 | -2.4 | 0 | 10 | 0.1 | 0 | 8 | 99
O=c1cccc2n1CC1CC2CN(C(c2ccccc2)c2sc3ncnn3c2O)C1 (stereo not given) | 19 | -5 | 4 | -1.4 | 2 | · | -0.3 | -2 | 2 | 95

These rows are one share of the data. The share of hits here may be higher or lower than overall.
